CCHFV vOTU inh: CCHFV vOTU protease inhibitors, primary screen, biochemical, Pep-AMC substrate, fluorescence | AID 651958, 2012 | 370,000 compounds, 0.55% hits | Crimean-Congo hemorrhagic fever virus L polyprotein viral ovarian tumor (vOTU) protease … | inhibition, % at 11.5 µM; further: 0% = vehicle wells with enzyme and 100% = no enzyme wells
FBA Mtb inh: Mtb FBA enzyme inhibitors, primary screen, biochemical, fluorescence, strain H37Rv; 360,000 compounds, 2.3% hits; AID 588726, 2011; Fructose-bisphosphate aldolase (Mycobacterium tuberculosis (strain ATCC 25618 / H37Rv)), …; inhibition, % at 1 µM; purified M. tuberculosis FBA, fluorescence read-out; in the data active means inhibition above about 27%;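 further: 0% = vehicle and 100% = reference inhibitor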
Target sequence (P9WQA3 whole entry, looked up): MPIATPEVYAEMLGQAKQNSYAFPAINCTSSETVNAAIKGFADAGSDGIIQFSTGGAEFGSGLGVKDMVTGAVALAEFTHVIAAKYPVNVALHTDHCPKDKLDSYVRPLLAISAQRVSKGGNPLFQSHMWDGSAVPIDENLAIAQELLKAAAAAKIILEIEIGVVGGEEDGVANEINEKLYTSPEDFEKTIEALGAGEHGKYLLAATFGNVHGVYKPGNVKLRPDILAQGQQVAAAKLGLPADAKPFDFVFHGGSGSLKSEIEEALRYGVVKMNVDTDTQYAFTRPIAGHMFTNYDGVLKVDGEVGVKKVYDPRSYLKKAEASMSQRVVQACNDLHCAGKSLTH
FadD28 FP inh: inhibitors of FadD28 bisubstrate probe binding, primary screen, biochemical, fluorescence polarization, single point. inhibition, % at 12.5 µM. 360,000 compounds, 0.22% hits. AID 588549, 2011; in the data active means inhibition above about 8.5%, passing the limit was not always enough; inconclusive means no clear call, values can overlap the other calls
UGM FP inh: M. tuberculosis UGM enzyme inhibitors, primary screen, biochemical, fluorescence polarization, single point; inhibition, % at 10 µM; 320,000 compounds, 0.06% hits; UDP-galactopyranose mutase (Mycobacterium tuberculosis (strain ATCC 25618 / H37Rv)), …; purified UGM, fluorescence polarization probe displacement; in the data active means inhibition above about 10%, passing the limit was not always enough; inconclusive means no clear call, values can overlap the other calls
Target sequence (P9WIQ1 whole entry, looked up): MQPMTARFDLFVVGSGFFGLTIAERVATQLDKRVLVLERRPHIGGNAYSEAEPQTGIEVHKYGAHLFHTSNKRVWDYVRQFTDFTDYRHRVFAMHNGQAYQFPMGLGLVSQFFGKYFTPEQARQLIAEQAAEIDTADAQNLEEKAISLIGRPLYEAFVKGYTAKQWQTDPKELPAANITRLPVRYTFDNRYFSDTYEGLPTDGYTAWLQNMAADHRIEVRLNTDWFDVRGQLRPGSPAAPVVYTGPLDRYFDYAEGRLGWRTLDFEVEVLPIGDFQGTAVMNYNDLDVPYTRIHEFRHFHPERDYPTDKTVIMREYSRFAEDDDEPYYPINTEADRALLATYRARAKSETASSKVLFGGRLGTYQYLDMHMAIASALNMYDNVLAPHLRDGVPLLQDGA
BoNT F protease: BoNT/F light chain protease inhibitors, primary screen, biochemical, flow cytometry, MLPCN library; Botulinum neurotoxin type F light chain protease (Clostridium botulinum); Multiplex microsphere protease cleavage assay; inhibition, % at 10 µM; 360,000 compounds, 0.22% hits; AID 588497, 2011; in the data active means inhibition above about 35%, passing the limit was not always enough; inconclusive means no clear call, values can overlap the other calls; further: plate controls were buffer without enzyme for full effect and enzyme alone for no effect
BoNT-A LC inh2: BoNT/A light chain protease inhibitors, primary screen, biochemical, flow cytometry, MLPCN library; Botulinum neurotoxin type A light chain protease (Clostridium botulinum A str. ATCC 3502); multiplex microsphere protease substrate cleavage; inhibition, % at 10 µM; 360,000 compounds, 0.17% hits; AID 588499, 2011; in the data active means inhibition above about 30%; inconclusive means no clear call, values can overlap the other calls; further: plate controls were buffer without enzyme for full effect and enzyme alone for no effect
PrPC surface inh: inhibitors of human cell surface prion protein PrPC, primary screen, cell-based, TR-FRET | Major prion protein (Homo sapiens), P04156 | TR-FRET read-out | inhibition, % at 13.8 µM | 370,000 compounds, 0.43% hits | AID 720596, 2013; in the data active means inhibition above about 24%; further: 0% = median of the test wells and 100% = reference compound wells
GDH-TPI inh: GDH-TPI coupling enzyme inhibitors, primary screen, artefact control for M. tuberculosis FBA inhibitor project, biochemical, absorbance, full deck; 360,000 compounds, 1.2% hits; GDH-TPI coupled enzyme counterscreen, NADH absorbance; inhibition, % at 4.8 µM;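 further: 0% = DMSO wells and 100% = wells lacking the enzyme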
Mtb BioA inh: M. tuberculosis BioA enzyme inhibitors, primary screen, biochemical, plate reader, single point, HTS | inhibition, % at 9.99 µM | 7,8-diaminopelargonic acid synthase BioA (Mycobacterium tuberculosis) | AID 602481, 2012 | 360,000 compounds, 0.096% hits | purified M. tuberculosis BioA enzyme; in the data active means inhibition above about 40%; inconclusive means no clear call, values can overlap the other calls
Numbers without * were called inactive; ? = inconclusive; / = no result given; & = joins results of further samples. Unless noted, no stated cut-off is given here; in the data, active means inhibition above about 30%; inactive means the rest.

SMILES	CCHFV vOTU inh	FBA Mtb inh	FadD28 FP inh	UGM FP inh	BoNT F protease	BoNT-A LC inh2	PrPC surface inh	GDH-TPI inh	Mtb BioA inh
CCN(C[C@H]1N[C@@](Cc2ccccc2)(C(=O)OC)[C@H]2C(=O)N(C)C(=O)[C@@H]12)C(=O)Nc1ccc(C)cc1	-2	0	-0.8	/	4	0.3	-3	2	-1.3
CCC(C)(C)n1nnnc1CN1CCN(C(c2ccccc2)c2ccccc2)CC1	-5	3	-3.0	-1.4	18	0.7	8	0	-0.6
O=C1CC2CS(=O)(=O)CC2N1c1ccc(Cl)cc1Cl (stereo not drawn)	-1	-6	-5.0	1.3	?	1.3	2	-5	-0.2
CCO[C@@H]1OC(C(=O)N2CCN(Cc3ccc4c(c3)OCO4)CC2)=C[C@H](C)[C@H]1CCCO	5	5	-2.8	-0.4	-5	0.0	-7	13	0.1&0.8
Cc1ccccc1-n1nc2c(c1NC(=O)c1ccc(S(=O)(=O)N(C)C)cc1)CSC2	-3	3	0.1	-0.5	-6	0.8	1	5	-1.1
CC(C)COc1ccc(C(=O)N/C(=C/c2cccc([N+](=O)[O-])c2)C(=O)O)cc1	3	-1	-2.7	0.1	-3	-0.2	-1	-10	0.1
Cc1[nH]c2ccccc2c1C(=O)CN1CCCC1	-4	-2	-4.8	0.7	-7	1.9	-3	1	0.7
O=[N+]([O-])c1csc2ccccc12	3	1	-0.6	/	3	0.7	-2	12	-1.5
COc1ccc(CCNC(=O)COC(=O)c2cnccn2)cc1	-3	-2	-1.6	3.5	-4	1.8	-9	0	-2.5
COc1cc(C(=O)COC(=O)C2CCN(c3ccc(C(F)(F)F)cn3)CC2)ccc1OC(F)F	10	-3	-7.0	0.2	0	2.4	-3	1	-0.8
O=C(/C=C\c1ccccc1)Nc1ccc(NC(=O)c2ccco2)cc1	0	-1	-0.8	-1.8	1	-1.4	-3	13	-1.4
CCC(=O)NC(Nc1cc(C)cc(C)n1)(C(F)(F)F)C(F)(F)F	-16	-9	-2.1	-0.2	-6	0.0	2	13	1.3
Cc1ccc(NC(=O)CCC(=O)NNC(=O)NC23CC4CC(CC(C4)C2)C3)cc1C	11	-1	-3.2	0.4	-3	-0.6	-2	-8	/
CN(C)S(=O)(=O)c1ccc(Cl)c(NC(=O)CSc2nnnn2-c2ccc(O)cc2)c1	3	1	0.0	/	0	0.3	0	1	/
CN(C)P(=O)(Nc1cccc2ccccc12)Nc1cccc2ccccc12	11	3	-2.3	-1.4	-6	0.0	19	10	-2.0
Cc1cccc(CN2CCN(c3nc4nonc4nc3NC3CC3)CC2=O)c1	10	-7	-1.0	1.7	0	0.0	-16	16	/
CCOc1ccccc1NC(=O)c1cccc(N2C(=O)CCC2=O)c1	-15	-2	-1.0	4.3	5	1.2	-6	8	0.2
Cc1nc2nc(SCC(N)=O)[nH]c2cc1Br	10	7	-2.4	0.9	?	0.1	-12	2	1.6
CCOc1ccc(NC(=O)NNC(=O)c2cccnc2)cc1	3	0	-0.3	-0.8	-4	-0.5	-5	4	-1.5
C=CCOCCN(C)C1=NS(=O)(=O)c2cc([N+](=O)[O-])ccc21	1	2	-0.5	-0.4	-4	0.1	-6	9	/
O=C1CSC(c2cn(-c3ccccc3)nc2-c2cccs2)N1CC1CCCO1 (stereo not drawn)	-6	1	-6.5	-1.2	2	0.4	1	-1	0.9
COc1cc(C(=O)N(Cc2ccco2)Cc2cc3ccccc3[nH]c2=O)cc(OC)c1OC	2	1	0.4	-0.2	-4	?	0	27	-2.6
CCOc1ccc(C(=O)OCC(=O)NCCCc2ccccc2)cc1	-8	-1	0.6	-2.1	-1	-2.8	3	7	/
COc1ccc(S(=O)(=O)NC2CCc3ccccc32)cc1OC (stereo not drawn)	0	2	-1.6	3.7	8	-0.9	-4	0	1.6
S=c1[nH]nc(COc2ccc3ccccc3c2)o1	-9	1	2.1	0.7	-2	0.5	0	17	/

Full records, quoted from the list. Values in the order: CCHFV vOTU inh | FBA Mtb inh | FadD28 FP inh | UGM FP inh | BoNT F protease | BoNT-A LC inh2 | PrPC surface inh | GDH-TPI inh | Mtb BioA inh
Cc1ccccc1-n1nc2c(c1NC(=O)c1ccc(S(=O)(=O)N(C)C)cc1)CSC2 is listed with -3 | 3 | 0.1 | -0.5 | -6 | 0.8 | 1 | 5 | -1.1
COc1cc(C(=O)COC(=O)C2CCN(c3ccc(C(F)(F)F)cn3)CC2)ccc1OC(F)F is listed with 10 | -3 | -7.0 | 0.2 | 0 | 2.4 | -3 | 1 | -0.8
S=c1[nH]nc(COc2ccc3ccccc3c2)o1 is listed with -9 | 1 | 2.1 | 0.7 | -2 | 0.5 | 0 | 17 | /
CN(C)S(=O)(=O)c1ccc(Cl)c(NC(=O)CSc2nnnn2-c2ccc(O)cc2)c1 is listed with 3 | 1 | 0.0 | / | 0 | 0.3 | 0 | 1 | /
Cc1nc2nc(SCC(N)=O)[nH]c2cc1Br is listed with 10 | 7 | -2.4 | 0.9 | ? | 0.1 | -12 | 2 | 1.6

(continued)
SMILES	CCHFV vOTU inh	FBA Mtb inh	FadD28 FP inh	UGM FP inh	BoNT F protease	BoNT-A LC inh2	PrPC surface inh	GDH-TPI inh	Mtb BioA inh
Cc1cccc(OCC(O)CN2C(C)(C)CC(O)CC2(C)C)c1C (stereo not drawn)	6	2	-1.7	0.3	2	-0.3	-7	-3	0.1
Cc1c(N)c(C(C)(C)C)cc(C(C)(C)C)c1[N+](=O)[O-]	8	-2	-1.5	1.4	-11	-0.4	8	0	/
COCCNC(=O)CS(=O)(=O)Cc1nc(-c2ccc(C)cc2)oc1C	-4	3	0.0	2.9	2	-0.1	7	-4	0.0
COc1cccc(C(N)c2nc(-c3csc4ccccc34)cs2)c1 (stereo not drawn)	/	3	-0.3	/	1	0.8	/	0	-3.5
COc1ccc(OCCOC(=O)CNC(=O)c2ccc(C)cc2)cc1	-4	0	-0.6	4.2	/	/	-5	-2	-0.1
CCN(C(=O)c1cc(Cl)ccc1OC)c1ccccc1C	3	-2	0.2	-0.2	/	/	-4	4	-0.3
CCOc1ccc(CCNC(=O)Cc2ccc(NC(=O)C3=C(C)OCCS3)cc2)cc1	5	1	-0.7	-1.8	1	-0.2	-4	5	2.1
COc1ccc2oc(C)c(C(=O)c3ccccc3)c2c1	-14	5	-1.9	-0.4	?	-1.9	7	17	/
O=C(CC(=O)N/N=C/c1ccc(Cl)cc1Cl)NCc1ccccc1	3	-4	-4.6	-0.7	0	0.1	-6	-3	-0.8
O=C(NC1CCCCNC1=O)c1ccco1 (stereo not drawn)	-15	-3	-2.2	0.9	-24	-1.6	4	5	/
CCCCc1ccc(NC(=S)NCc2ccccc2OC)cc1	-1	2	-3.4	-0.1	0	-0.6	2	-6	/
Cc1c(Cl)ccc2c1NC(=O)[C@]21N[C@@H](CCC(N)=O)[C@H]2C(=O)N(c3ccc(F)cc3)C(=O)[C@H]21	5	2	-1.1	1.0	-7	-0.4	6	10	-0.4
COc1ccc2c3c1OC1C(=O)CC[C@@]4(O)[C@@H](C2)N(C)CC[C@]314 (stereo partly drawn)	12	0	-1.3	/	3	0.9	2	7	-1.0
O=C(CCN1CCCCC1)Nc1ccc(F)c(F)c1	-2	-1	-1.6	/	-5	0.2	-3	-1	0.3
O=C(O)C(c1ccccc1)N1CCCC1 (stereo not drawn)	8	-6	-2.2	1.7	-14	-0.3	-1	-3	0.5
CS(=O)(=O)N(Cc1ccc(Cl)cc1)c1ccc(C(=O)NCCSCc2ccco2)cc1	-7	-1	-13	0.5	-10	-0.8	13	0	-1.0
Clc1ncccc1-c1nc2ccccc2n1Cc1ccccc1	/	5	-0.6	-1.5	3	?	/	-8	-1.8
Cc1cc2c(cc1S(N)(=O)=O)S(=O)(=O)CCC2	-1	0	0.2	3.4	-1	0.4	10	2	-1.4
Cc1cc(=O)oc2cc(OC(C)C(=O)N3CCCc4ccccc43)ccc12 (stereo not drawn)	4	8	-0.7	-1.3	-14	1.2	-4	19	5.3
NC(=O)c1ccc(OCC(=O)N2CCNC2=O)cc1	-6	-3	-3.4	-2.9	-3	-0.1	2	-12	-1.2
CCOC(=O)Cc1c(C)nc2c(-c3ccc(Cl)cc3)c[nH]n2c1=O	-20	56*	-0.6	-1.0	4	0.2	-7	21	-0.5
COc1ccc(-c2c(C(C)=O)c(C)nc3sc4c(=O)[nH]nnc4c23)cc1	6	1	-3.8	1.9	-3	0.4	-4	16	/
CCOc1ccc2[nH]c(=O)c(CN(CCc3ccccc3)C(=O)N3CCOCC3)cc2c1	4	2	-2.7	-0.8	-1	0.1	2	5	-1.8
O=C(COC(=O)Cc1ccsc1)NCC12CC3CC(CC(C3)C1)C2	6	0	0.0	2.9	8	0.4	-2	1	-1.4
CC(C)(C)NC(=O)Cn1nc(C(F)(F)F)c2c1CCCC2	-8	-8	-0.5	-0.8	-2	-0.4	-1	-4	/

(list continues)
SMILES	CCHFV vOTU inh	FBA Mtb inh	FadD28 FP inh	UGM FP inh	BoNT F protease	BoNT-A LC inh2	PrPC surface inh	GDH-TPI inh	Mtb BioA inh
CCOc1ccc(/C=N/NC(=O)c2ccccc2Cl)cc1CN1CC2CC(C1)c1cccc(=O)n1C2 (stereo not drawn)	0	0	-0.4	0.6	-1	0.1	-3	16	-1.2
O=C(NCc1cccnc1)c1ccc(COc2ccccc2Cl)cc1	0	4	-4.8	0.8	-3	-0.3	5	9	/
O=S(=O)(c1cccc(Br)c1)N1CCN(c2ncnc3scc(-c4ccccc4)c23)CC1	5	0	-3.1	/	-2	-2.9	-6	-3	-0.9
COc1ccc2[nH]c3c(c2c1)CCN1C(=O)N([C@@H](C)C(=O)NC2CCCC2)C(=O)[C@]31C	-8	2	0.9	1.4	0	0.4	-2	-2	0.8
CCCCCCn1c(O)c(C=Nc2ccccc2N2CCOCC2)c(=O)[nH]c1=S	8	-1	-2.0	-1.6	/	/	5	6	-2.4
O=C(NNc1ccc([N+](=O)[O-])cc1)C1CC2CCCC(C1)C2=O (stereo not drawn)	2	1	-4.6	-0.1	2	-0.5	-10	10	-0.1
c1ccc(NN=C(c2ccccc2)c2cccs2)cc1	2	-3	-2.8	/	-15	-0.7	-1	6	-1.6
CC(=O)C[C@H]1c2ccccc2S(=O)(=O)N1c1ccccc1	6	3	-0.9	-2.2	1	-0.9	0	6	-0.2
FC(F)(F)c1cc(-c2ccco2)nc(N2CCN(c3ccccc3)CC2)n1	1	-1	-0.2	-1.8	-7	-6.2	3	6	-0.7
COc1ccc(CN2CCOCCOCCOCCOCC2)cc1	-12	-1	-4.7	0.7	?	?	-11	1	/
O=c1c(-c2cccc(Cl)c2)c[nH]n1-c1ccccc1	-15	4	0.7	2.9	-11	-0.9	4	-4	-0.2
CCOc1ccc(CN(C)C(=O)CCc2ccc(S(=O)(=O)N3CCCCCC3)cc2)cc1	16	3	-0.7	/	-4	0.5	9	18	0.5
Cc1ccc(N(CCC#N)C(=O)COC(=O)c2ccccc2SCC(=O)N2CCCC2)cc1	11	2	-0.7	0.7	-4	3.0	-1	4	0.3
CC(=O)c1c(C)[nH]c(C(=O)Nc2ccc(Cl)c(S(=O)(=O)N3CCOCC3)c2)c1C	-12	3	-12	0.2	4	0.3	1	6	/
Cc1csc(NC(=O)CSc2nc3sc(C)c(C)c3c(=O)[nH]2)n1	-4	-5	-3.6	-0.4	-8	0.6	2	7	-4.0
COc1ccc(N(CC(=O)N2CCOCC2)S(=O)(=O)c2ccccc2)cc1Cl	13	3	-2.8	-1.1	-2	1.9	5	6	0.1
Cc1ccc(NC(=O)CSc2nncs2)cc1Cl	4	1	-3.1	1.3	6	0.6	1	2	16
Cn1c(-c2cccc3ccccc23)n[nH]c1=S	6	0	-1.1	0.3	9	0.6	4	0	0.4

Screens (PubChem BioAssay)
